KKLEB cytotox: cytotoxicity in KKLEB CF airway cells, primary screen, cytotoxicity control for CF NF-kB inhibitor project, cell-based, uHTS, fluorescence assay plates | activity change (cytotoxicity), % at 5 µM | actives 0.36% (n = 360,000) | KKLEB CF airway cells viability, ATPlite luminescence, overnight; stronger effect = lower value; cells stimulated with P. aeruginosa culture filtrate;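 active = corrected activity change at or below -50% at 5 µM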
TWEAK Fn14 block: inhibitors of TWEAK-Fn14 signaling, primary screen, luciferase reporter cells, uHTS. TWEAK-stimulated Fn14 reporter cells, luciferase luminescence, 8 h. inhibition, % at 10 µM. actives 2% (n = 360,000). AID 1159606, 2016; in the data active = inhibition above about 50%
EBV LMP1 NFkB: EBV LMP1-driven NF-kappaB luciferase reporter inhibitors, primary screen, cell-based, luminescence, single point; LMP1-induced NF-kappaB luciferase reporter cells; inhibition, % at 12.5 µM; actives 0.69% (n = 350,000); in the data active = inhibition above about 41%;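 also: 0% = neutral control wells and 100% = reference inhibitor control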
SRC1 inh: SRC1 coactivator transcriptional activity inhibitors, primary screen, cell-based, luminescence. Nuclear receptor coactivator 1 (Homo sapiens), Q15788. HEK293 GAL4-SRC1 luciferase reporter. inhibition, % at 3.6 µM. actives 0.12% (n = 360,000). AID 588354, 2011;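 active = inhibition above the campaign mean plus 3 SD, with each screening campaign given its own cutoff, cut at about 60% in these data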;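 also: 0% = DMSO treated cells and 100% = gossypol at 36 µM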
C8 TRAIL sens: viability loss with TRAIL in NB7+C8 cells, primary screen, TRAIL sensitizer project, cell-based, ATPlite luminescence; inhibition (viability loss, TRAIL sensitization), % at 10 µM; actives 1% (n = 360,000); AID 624354, 2012;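 active = compounds causing at least 50% loss of cell viability in the single-dose screen, relative to plate controls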
NR2F2 inh: NR2F2 transcriptional activity inhibitors, primary screen, cell-based, luciferase reporter, HEK293T, luminescence; COUP transcription factor 2 (Homo sapiens), P24468; HEK293T NGFI-A luciferase reporter; inhibition, % at 8.6 µM; actives 0.7% (n = 370,000); AID 686940, 2013;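 active = inhibition above a per-plate cutoff, mean inhibition of test wells between control levels plus 3 SD, cut at about 38% in these data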;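 also: cells cotransfected with COUP-TFII expression vector driving the NGFI-A reporter; 0% = median of COUP-TF2 test wells and 100% = reporter-only cells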
TROY signal inh: inhibitors of TROY-driven NF-kB signaling, primary screen, Q293 LMP1-TROYcd cells, NF-kB luciferase, uHTS. inhibition, % at 10 µM. actives 0.98% (n = 360,000). Q293 LMP1-TROYcd NF-kB luciferase reporter, 4 h;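 active = compounds whose plate-normalised and pattern-corrected inhibition of the luciferase reporter signal at the single screening dose is 50% or more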
NCOA3 inh: SRC3 coactivator transcriptional activity inhibitors, primary screen, cell-based, luminescence. Nuclear receptor coactivator 3 (Homo sapiens), Q9Y6Q9. HEK293 GAL4-SRC3 luciferase reporter. inhibition, % at 3.6 µM. actives 0.17% (n = 360,000);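 active = inhibition above a per-campaign cutoff, the mean of all compounds plus 3 SD, cut at about 60% in these data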;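 also: 0% = DMSO-treated cells and 100% = gossypol-treated cells at 36 µM; higher means less SRC3-driven luciferase light from the GAL4 reporter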
Target sequence (Q9Y6Q9 whole entry, looked up, the tested form may be a part): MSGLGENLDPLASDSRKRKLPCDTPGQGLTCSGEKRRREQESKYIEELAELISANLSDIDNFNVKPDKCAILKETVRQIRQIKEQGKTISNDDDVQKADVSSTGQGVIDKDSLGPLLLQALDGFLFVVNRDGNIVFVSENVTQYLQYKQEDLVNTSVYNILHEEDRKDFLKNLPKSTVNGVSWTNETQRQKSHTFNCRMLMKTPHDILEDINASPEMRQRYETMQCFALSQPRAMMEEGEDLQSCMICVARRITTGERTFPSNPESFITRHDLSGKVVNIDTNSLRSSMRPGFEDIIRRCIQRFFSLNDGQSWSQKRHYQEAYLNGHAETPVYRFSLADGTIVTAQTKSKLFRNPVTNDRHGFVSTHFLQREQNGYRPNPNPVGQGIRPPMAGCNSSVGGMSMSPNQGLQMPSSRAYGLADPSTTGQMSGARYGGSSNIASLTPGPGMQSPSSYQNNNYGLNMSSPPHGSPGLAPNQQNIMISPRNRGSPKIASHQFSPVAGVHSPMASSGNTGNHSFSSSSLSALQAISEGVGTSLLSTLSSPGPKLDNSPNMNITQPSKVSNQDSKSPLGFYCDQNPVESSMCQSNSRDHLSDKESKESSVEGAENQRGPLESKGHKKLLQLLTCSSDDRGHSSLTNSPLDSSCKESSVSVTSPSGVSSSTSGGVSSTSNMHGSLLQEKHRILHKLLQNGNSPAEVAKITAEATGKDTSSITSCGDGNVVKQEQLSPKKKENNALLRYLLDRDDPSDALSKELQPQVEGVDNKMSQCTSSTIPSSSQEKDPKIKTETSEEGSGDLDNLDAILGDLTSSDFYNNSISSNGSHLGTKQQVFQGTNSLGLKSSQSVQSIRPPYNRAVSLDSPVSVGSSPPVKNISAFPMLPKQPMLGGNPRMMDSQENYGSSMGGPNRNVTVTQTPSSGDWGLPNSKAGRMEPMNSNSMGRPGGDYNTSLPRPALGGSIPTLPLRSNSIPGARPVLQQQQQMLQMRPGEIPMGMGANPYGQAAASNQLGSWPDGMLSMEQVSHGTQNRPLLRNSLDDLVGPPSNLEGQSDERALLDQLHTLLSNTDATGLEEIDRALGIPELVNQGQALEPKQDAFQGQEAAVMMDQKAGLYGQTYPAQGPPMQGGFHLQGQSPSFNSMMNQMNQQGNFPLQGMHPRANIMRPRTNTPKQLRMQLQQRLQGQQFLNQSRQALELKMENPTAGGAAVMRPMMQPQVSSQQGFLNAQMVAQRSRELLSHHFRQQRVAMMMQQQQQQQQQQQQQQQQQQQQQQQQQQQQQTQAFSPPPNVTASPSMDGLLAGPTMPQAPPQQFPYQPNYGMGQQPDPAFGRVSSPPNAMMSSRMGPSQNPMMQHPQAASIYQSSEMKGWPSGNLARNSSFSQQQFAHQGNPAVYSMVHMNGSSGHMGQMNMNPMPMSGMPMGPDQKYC
LRH-1 inv ag: LRH-1 (NR5A2) inverse agonists, primary screen, cell-based, luminescence, HEK293T, StAR-luciferase reporter; Nuclear receptor subfamily 5 group A member 2 (Homo sapiens), O00482; LRH-1 transfected, 24 h; inhibition, % at 3.6 µM; actives 0.13% (n = 360,000); AID 602396, 2012;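 active = inhibition above the mean inhibition of all tested compounds plus 3 SD, cut at about 73% in these data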;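 also: 0% = DMSO wells and 100% = reporter-only cells lacking LRH-1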
CF NFkB block: inhibitors of PAF-induced NF-kB signaling, primary screen, cell-based, GFP fluorescence, uHTS | KKLEB NF-kB-GFP reporter, GFP fluorescence overnight | inhibition, % at 5 µM | actives 0.86% (n = 360,000) | AID 588850, 2011;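 active = at least 50% inhibition at 5 µM, scaled per plate between neutral and stimulator controls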;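 also: PAF is a Pseudomonas aeruginosa culture filtrate used as stimulus; plate controls were PAF-stimulated DMSO wells for no effect and unstimulated DMSO wells for full effect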
SRC2 inh: inhibition of GAL4-SRC2 driven luciferase reporter, primary screen, SRC2 inhibitor project, cell-based, luminescence | inhibition, % at 9 µM | actives 0.17% (n = 370,000) | Nuclear receptor coactivator 2 (Homo sapiens), Q15596 | HEK293 GAL4-SRC2 luciferase reporter;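 active = inhibition above the mean inhibition of all tested compounds plus 3 SD, set per campaign, cut at about 52% in these data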;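 also: 0% = DMSO treated cells and 100% = cells given Gossypol at 36 µM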
* hit, by the source's call; . = not tested or not shown.

SMILES | KKLEB cytotox | TWEAK Fn14 block | EBV LMP1 NFkB | SRC1 inh | C8 TRAIL sens | NR2F2 inh | TROY signal inh | NCOA3 inh | LRH-1 inv ag | CF NFkB block | SRC2 inh
Cn1c(N)c(-c2ccccc2)c2ccc([N+](=O)[O-])cc2c1=O | 1 | -5 | 3 | 16 | -22 | 2 | 3 | 21 | 11 | 4 | -9
CCCCOC(=O)c1ccc(N/C(=N\S(=O)(=O)c2ccccc2)c2ccccc2)cc1 | 6 | 38 | 3 | 6 | -1 | 14 | 12 | 21 | -6 | -18 | 9
O=C(COC(=O)c1cccnc1)Nc1ccc2c(c1)OCO2 | -9 | 6 | -15 | 5 | 3 | 5 | 12 | 14 | -17 | -6 | 7
CC1(C)Cc2c(cnn2-c2ccc(F)cc2)C(NC(=O)CCN2CCCCC2=O)C1 (centres undefined) | 12 | -7 | 0 | -8 | -5 | 10 | -28 | -25 | -7 | 4 | -18
CCOc1ccccc1C(=O)Nc1nnc(Cc2ccc(OC)c(OC)c2)s1 | -14 | -23 | -2 | 5 | -12 | 2 | 21 | 2 | 15 | 16 | -13
CC(Sc1ccccn1)C(=O)Nc1ccc2c(c1)OCO2 (centres undefined) | 4 | -22 | -10 | -48 | -1 | -25 | -18 | -12 | -11 | 2 | 0
ON1C2CCCCC2N(O)C1c1ccccc1C(F)(F)F (centres undefined) | -4 | 6 | -2 | 3 | -6 | -4 | -9 | 9 | -8 | -15 | -8
CCCN1C(=O)/C(=N\OCC(=O)NCC(F)(F)F)c2ccccc21 | 7 | -4 | 3 | 13 | 12 | -11 | 10 | 19 | -6 | 8 | 13
NS(=O)(=O)c1cccnc1Nc1cccc(Cl)c1 | 2 | 50 | -2 | -9 | -8 | 6 | -3 | -1 | -19 | 6 | 7
O=C(N/N=C/c1cccs1)c1ccc2nc[nH]c2c1 | 1 | -17 | -2 | -52 | 4 | -1 | -15 | -11 | -20 | 2 | -52
Cc1cc(NC(=O)c2ccccc2)n(-c2nc3ccccc3[nH]2)n1 | -18 | 0 | -11 | 10 | -3 | -8 | 14 | 10 | -11 | 9 | 18
CC(C(=O)Nc1ccccc1-c1ccccc1)N1CCN(S(=O)(=O)c2ccccc2)CC1 (centres undefined) | -2 | 23 | -10 | 12 | 5 | 16 | -5 | 19 | 6 | 26 | 8
Cn1c(C(=O)NCCCN2CCc3ccccc3C2)cc2c(=O)n(C)c3ccccc3c21 | 2 | -4 | -20 | 7 | 3 | 10 | 7 | -3 | -6 | -14 | -5
CCN1C(=O)[C@H]2[C@@H](c3ccc(C)cc3)N[C@]3(CCCN(Cc4ccc(C(F)(F)F)cc4)C3=O)[C@H]2C1=O | 10 | -5 | -14 | 2 | -12 | 11 | -1 | -15 | 18 | -30 | 5
Cc1ccc(S(=O)(=O)N(Cc2cccc([N+](=O)[O-])c2)C(=O)N2CCN(C)CC2)cc1 | -1 | -5 | -3 | 10 | 8 | 19 | 8 | 4 | 19 | 4 | -42
O=C(CC1C[C@H](C(=O)N2CCOCC2)[C@@]2(CCC3CCCC3)c3[nH]c4ccccc4c3CCN2C1=O)NCCCn1ccnc1 (some centres undefined) | 6 | -1 | -7 | -4 | 5 | 13 | 0 | 2 | -12 | 3 | 1
COc1ccc(C(=O)NNC(=S)NC(=O)c2cc(-c3ccccc3)nc3ccccc23)cc1 | -2 | -17 | -2 | -9 | -1 | 22 | -27 | -23 | -20 | 40 | 24
O=C(Nc1nnc(-c2ccc3c(c2)CCCC3)o1)c1ccccc1Cl | 1 | 36 | -4 | -14 | 11 | -22 | 16 | -15 | -16 | -39 | -25
COC(=O)c1ccc(COc2ccccc2/C=N/NS(=O)(=O)c2ccc(C)cc2)cc1 | -8 | -17 | -4 | -24 | 7 | -4 | -10 | -40 | 0 | 13 | -3
COC(=O)N(NC(=O)C(O)(c1ccccc1)c1ccccc1)c1ccc(C)cc1 | 16 | 1 | 13 | 6 | 8 | 11 | -2 | 14 | 3 | -30 | 13
O=C(NCc1ccccn1)C1CCN(S(=O)(=O)c2cc(Cl)ccc2Cl)CC1 | 3 | -31 | 5 | -18 | -1 | 9 | 7 | -13 | 9 | 26 | -4
CC(OC(=O)c1cc(Br)ccc1O)C(=O)NCc1ccc2c(c1)OCO2 (centres undefined) | -3 | -1 | 2 | -6 | -5 | -2 | -10 | 5 | -8 | 19 | 9
CC1CCC(NC(=O)CSc2nnc(-c3cccnc3)o2)CC1 (centres undefined) | 13 | -4 | 1 | -2 | 7 | 3 | 7 | -5 | 2 | -14 | 1
O=C(NC1CCCC1)c1ccc(CS(=O)Cc2ccc(Cl)cc2)o1 (centres undefined) | 11 | -5 | 1 | -6 | -13 | 8 | -18 | -27 | 3 | -19 | -21
COc1ccccc1NC(=O)COc1cccc2c1CCNC2=O | -10 | -29 | 11 | -13 | 7 | 8 | -24 | 10 | -6 | -10 | -57
O=C(NC1CC2CCC(C1)N2Cc1ccccc1)c1ccccc1Cl (centres undefined) | 6 | 8 | 2 | 16 | 3 | 26 | -1 | -5 | 16 | -2 | -9
Cc1ccc(N(Cc2cc(=O)[nH]c3ccccc23)C(=O)C(C)C)c(C)c1 | 1 | 16 | 1 | 3 | -12 | 20 | 16 | 5 | 8 | 5 | 4
COc1ccc(-c2csc(N3C(=N)SCC3=O)n2)cc1 | -6 | 65* | -25 | -118 | 21 | -72 | 38 | -138 | -126 | -2 | -45
CC(C)N(C(=O)[C@H]1CC(CC(=O)NCc2ccco2)C(=O)N2CCc3c([nH]c4ccccc34)[C@]12C)C(C)C (some centres undefined) | 0 | 18 | 9 | 9 | 4 | 8 | -3 | 5 | -5 | 0 | 17
O=C(CN1C(=O)c2ccccc2S1(=O)=O)c1ccc2c(c1)OCCCO2 | 0 | 102* | 86* | 93* | 91* | 100* | 81* | 93* | 93* | -14 | 93*

Continued; it opens with the four that closed the last part.
SMILES | KKLEB cytotox | TWEAK Fn14 block | EBV LMP1 NFkB | SRC1 inh | C8 TRAIL sens | NR2F2 inh | TROY signal inh | NCOA3 inh | LRH-1 inv ag | CF NFkB block | SRC2 inh
Cc1ccc(N(Cc2cc(=O)[nH]c3ccccc23)C(=O)C(C)C)c(C)c1 | 1 | 16 | 1 | 3 | -12 | 20 | 16 | 5 | 8 | 5 | 4
COc1ccc(-c2csc(N3C(=N)SCC3=O)n2)cc1 | -6 | 65* | -25 | -118 | 21 | -72 | 38 | -138 | -126 | -2 | -45
CC(C)N(C(=O)[C@H]1CC(CC(=O)NCc2ccco2)C(=O)N2CCc3c([nH]c4ccccc34)[C@]12C)C(C)C (some centres undefined) | 0 | 18 | 9 | 9 | 4 | 8 | -3 | 5 | -5 | 0 | 17
O=C(CN1C(=O)c2ccccc2S1(=O)=O)c1ccc2c(c1)OCCCO2 | 0 | 102* | 86* | 93* | 91* | 100* | 81* | 93* | 93* | -14 | 93*
O=C(Nc1ccc(F)cc1)C(c1ccccc1)N1CCN(C(=O)c2ccco2)CC1 (centres undefined) | 15 | -26 | 3 | -12 | -27 | -3 | -52 | 7 | 4 | 2 | -8
COC(=O)c1cc(C(=O)NC(C)C2CC3CCC2C3)cc([N+](=O)[O-])c1 (centres undefined) | -4 | 0 | -7 | -27 | -16 | 12 | -20 | -5 | 1 | 25 | 10
Cc1ccc(S(=O)(=O)N2CCN(C(=O)CN3C(=O)c4ccc([N+](=O)[O-])cc4C3=O)CC2)cc1C | 1 | -20 | -3 | -26 | -4 | 11 | 14 | -25 | 0 | 14 | 2
CCCS(=O)(=O)N1CCCC(C(=O)Nc2ccc3c(c2)CCC3)C1 (centres undefined) | 7 | 21 | -3 | -19 | 13 | -6 | 45 | -33 | -4 | -31 | -6
Cn1nc(C(=O)NNC(=O)c2cccc(Cl)c2)c2ccccc2c1=O | 0 | -7 | 5 | -10 | 1 | -16 | -16 | -37 | 18 | 11 | -3
O=C(C1CCN(C2CC(=O)N(c3ccc(Cl)cc3)C2=O)CC1)N1CCOCC1 (centres undefined) | 5 | -10 | -3 | -8 | -1 | -6 | -30 | -14 | -3 | 4 | -4
COc1ccccc1-c1cc(C(F)(F)F)nc(N2CCCC2)n1 | 1 | 8 | -13 | 8 | -8 | -8 | 10 | 4 | -6 | 2 | -14
Cc1ccc(N(C(=O)Cc2cccs2)C(C(=O)NC2CCCC2)c2ccncc2)cc1 (centres undefined) | 2 | 0 | -8 | -18 | 0 | -10 | -43 | -11 | 25 | -3 | 8
CCOC(=O)N1CCC(n2c(=S)[nH]c3cc(OCC)c(OCC)cc3c2=O)CC1 | 9 | -5 | -8 | -4 | 12 | 4 | 13 | 21 | 14 | -7 | -16
COc1ccc(C2CC(c3ccc(C)cc3)=NN2C(=O)CCC(=O)O)cc1OC (centres undefined) | 20 | -5 | 2 | 7 | -4 | 6 | -15 | -10 | -13 | -28 | -7
COc1ccc(C(=O)NCCCOC(=O)c2ccc(OC)cc2)cc1 | -6 | -1 | -11 | -17 | 8 | -4 | 4 | 19 | -5 | 12 | -5
CN(C(=O)COC(=O)c1ccccc1Cc1ccccc1)C1CCS(=O)(=O)C1 (centres undefined) | -11 | 10 | -1 | -7 | 1 | 12 | -15 | -8 | 18 | 2 | 11
CN(Nc1cccc(Cl)c1)c1cccc(Cl)c1 | 1 | -73 | -38 | 1 | 8 | -8 | 18 | 9 | 13 | -73 | -12
COc1ccc(Cn2cc(CN3CC(N4CCSCC4)CS3(=O)=O)nn2)cc1 (centres undefined) | . | 23 | . | . | -6 | -14 | -16 | . | 5 | . | -8
COc1cccc(C(=O)NC2CCCc3c2cnn3-c2ccc(C)c(C)c2)c1OC (centres undefined) | -1 | 27 | 10 | 15 | -10 | -1 | 13 | 16 | -6 | -15 | 1
CC1CCCCC1NC(=O)CO/N=C/c1ccccc1OC(F)F (centres undefined) | 14 | 2 | 4 | 8 | 1 | 3 | 2 | -1 | 9 | -7 | -22
Cc1ccc(NC(=O)CN2C(=O)S/C(=C\c3ccc(C(=O)O)cc3)C2=O)cc1 | 0 | -23 | 3 | -10 | 11 | 6 | -3 | -5 | 0 | 18 | 17
CCCCn1c(N)c(N(CCOC)C(=O)c2cc(C)oc2C)c(=O)[nH]c1=O | 8 | -9 | 0 | -2 | 11 | 12 | -4 | -5 | 4 | -9 | -7
Cc1ccc(C)c(NC(=O)c2ccc3c(c2)N(Cc2ccc(F)cc2)C(=O)CS3=O)c1 (centres undefined) | -3 | 9 | -6 | -22 | -6 | 7 | -1 | -10 | -9 | -5 | 10

From PubChem
